inhibitors of VEEV: inhibitors of VEEV TC-83 cytopathic effect, confirmation, Vero cells (AID 588727); Vero cells, VEEV TC-83 cytopathic effect inhibition; higher % means a stronger effect; actives 0.13% (n = 350,000); inhibition, % at 20 µM, or IC50 in µM where a hit was titrated; in the data active means a potency from the dose series; further: strong numbers were not always called active
Salmonella PhoP GFP: Inhibition of PhoP regulon, Salmonella typhi GFP reporter cells, confirmation, 4 h (AID 1850) | Salmonella Typhi PhoP-promoter GFP reporter, fluorescence, 4 h; higher % means a stronger effect | one-dose inhibition, % at 50 µM; IC50 in µM for titrated hits | actives 0.33% (n = 310,000); in the data active means a potency from the dose series;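 further: 0% = induced wells with vehicle and 100% = uninduced wells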
influenza NS1A: H1N1 influenza NS1A inhibitors, functional cell based assay (AID 504329). inhibition, % at 12.5 µM, or IC50 in µM where a hit was titrated. actives 0.3% (n = 340,000). NS1A functional cell-based assay, percent inhibition; higher % means a stronger effect; in the data active means a potency from the dose series; further: strong numbers were not always called active
H37Rv inhibition: M. tuberculosis growth inhibition, HTS (AID 449762) | M. tuberculosis H37Rv growth inhibition, 7H9 media; higher % means a stronger effect | inhibition, % at 25 µM; hits with a dose series show IC50 in µM | actives 0.59% (n = 330,000); in the data active means a potency from the dose series;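 further: bacterial growth assessed after seven days of incubation; strong numbers were not always called active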
tuberculosis growth: growth inhibition of non-replicating M. tuberculosis (AID 488890); Mycobacterium tuberculosis non-replicating, growth inhibition; higher % means a stronger effect; inhibition, % at 25 µM, or IC50 in µM where a hit was titrated; actives 0.39% (n = 320,000); in the data active means a potency from the dose series;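 further: plate controls were DMSO cells for no effect and high antibiotic wells for full effect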
inhibitors of VEEV 10K pilot screen: second read-out of inhibitors of VEEV, no call of its own (marks repeat the call); inhibition, %; measured here: 10K pilot screen inhibition
The depositor's hits bear a star; i = inactive; / = not tested or not shown.

SMILES	inhibitors of VEEV	Salmonella PhoP GFP	influenza NS1A	H37Rv inhibition	tuberculosis growth	others
CCn1cc(C(=O)NCc2ccccc2OC)c(=O)c2ccc(C)nc21	/	-8.1%	/	-8.1%	-11.3%
COC(=O)c1cc(=O)n(-c2ccc(C(F)(F)F)cc2)[nH]1	0.1%	-2.0%	10.7%	-0.1%	6.3%
COc1ccc(S(=O)(=O)N2CCC(C(=O)N3CCN(c4ccccc4OC)CC3)CC2)cc1	1.9%	-4.9%	2.4%	-0.1%	13.8%	inhibitors of VEEV 10K pilot screen=2.6
CC(=O)N(C)c1nc(-c2ccc(Cl)cc2)cs1	i	0.1%	-2.1%	-4.8%	4.8%
Cc1c(CN2CCC(n3nccc3NC(=O)CCc3ccccc3)CC2)cnn1C	i	-19.0%	4.0%	10.2%	3.9%
COc1ccc(NC(=O)c2cc(S(=O)(=O)N3CCOCC3)ccc2N2CCOCC2)cc1	1.5%	-2.5%	-9.7%	-14.2%	-8.9%
Cc1ccc(C(=O)N(C)CCOc2ccccc2)cc1S(=O)(=O)N1CCOCC1	0.9%	/	-7.4%	-7.4%	10.8%
CC(C)(C)c1ccccc1NC(=S)NC1CCCCC1	i	8.1%	1.0%	-0.4%	69.8%
Cc1ccc(OCc2ccc(C(=O)NCC3CCCO3)cc2)cc1 (stereo not given)	0.4%	-5.9%	3.3%	5.1%	60.0%	inhibitors of VEEV 10K pilot screen=2.5
O=C(NCCCN1CCCC1=O)c1cccc(S(=O)(=O)N2CCN(c3ccccc3)CC2)c1	0.8%	-5.8%	-2.6%	-9.6%	0.0%
COc1ccc(S(=O)(=O)N(CC(=O)NCCSc2ccccn2)c2ccccc2)cc1	1.1%	1.4%	2.7%	5.7%	-15.3%
COCCN(C(=O)CCC(=O)Nc1cc(C)on1)C(C(=O)NC(C)(C)C)c1ccccc1Cl (stereo not given)	0.2%	-1.3%	-8.2%	0.6%	3.7%
O=P(Nc1cccc(F)c1)(Oc1ccccc1F)Oc1ccccc1F	12.3%	5.8%	14.3%	8.2%	18.4%
CCOc1ccc(OCCC(=O)N(CCC(C)C)c2c(N)n(Cc3ccccc3)c(=O)[nH]c2=O)cc1	0.6%	-5.2%	10.2%	0.7%	-10.3%
C=CCc1c(C)c(C#N)c2nc3ccccc3n2c1N1CCCCC1	i	-2.5%	-0.8%	0.9%	-6.0%
Cc1cc(C)cc(NC(=O)NCc2c(-c3ccccc3)noc2C)c1	1.2%	1.3%	1.6%	-1.3%	-9.0%
Cc1cc2oc(=O)c(CC(=O)NCCCO)c(C)c2c2occ(C(C)(C)C)c12	3.3%	-11.0%	16.7%	14.2%	30.6%
COc1ccc(NS(=O)(=O)c2ccc3oc(=O)ccc3c2)cc1	i	-4.9%	16.7%	2.9%	25.6%
COc1ccc(CCN(Cc2cc3cccc(C)c3n3nnnc23)C(=O)c2ccncc2)cc1OC	/	-2.3%	/	-0.5%	-8.1%
O=C(Nc1ccc2c(c1)C(=O)N(CC1CCCO1)C2=O)c1ccccc1Br (stereo not given)	3.4%	-3.3%	-2.7%	-3.1%	-8.0%
CC1CC(C)CN(C(=O)CCNS(=O)(=O)c2ccc3c(c2)CCC(=O)N3)C1 (stereo not given)	i	6.9%	-7.7%	5.8%	-8.5%	inhibitors of VEEV 10K pilot screen=0.2
CCCn1nc(C(=O)Nc2ccc(S(=O)(=O)Nc3ncccn3)cc2)c2ccccc2c1=O	1.4%	-11.1%	5.7%	-0.5%	56.3%
NS(=O)(=O)c1ccc(CCNC(=O)c2ccc([N+](=O)[O-])cc2[N+](=O)[O-])cc1	0.1%	-6.9%	6.8%	6.3%	3.8%
COc1ccc(NS(=O)(=O)/C=C/c2ccc(OC)c(OC)c2)cc1	i	-0.6%	3.4%	-1.6%	2.6%
CCC(C(=O)N1CCOCC1)n1nc(C)c2c(C)n(-c3ccccc3)nc2c1=O (stereo not given)	1.3%	6.3%	-1.3%	2.5%	-9.9%

Brought forward from above: seven compounds; new compounds follow.
SMILES	inhibitors of VEEV	Salmonella PhoP GFP	influenza NS1A	H37Rv inhibition	tuberculosis growth	others
COc1ccc(CCN(Cc2cc3cccc(C)c3n3nnnc23)C(=O)c2ccncc2)cc1OC	/	-2.3%	/	-0.5%	-8.1%
O=C(Nc1ccc2c(c1)C(=O)N(CC1CCCO1)C2=O)c1ccccc1Br (stereo not given)	3.4%	-3.3%	-2.7%	-3.1%	-8.0%
CC1CC(C)CN(C(=O)CCNS(=O)(=O)c2ccc3c(c2)CCC(=O)N3)C1 (stereo not given)	i	6.9%	-7.7%	5.8%	-8.5%	inhibitors of VEEV 10K pilot screen=0.2
CCCn1nc(C(=O)Nc2ccc(S(=O)(=O)Nc3ncccn3)cc2)c2ccccc2c1=O	1.4%	-11.1%	5.7%	-0.5%	56.3%
NS(=O)(=O)c1ccc(CCNC(=O)c2ccc([N+](=O)[O-])cc2[N+](=O)[O-])cc1	0.1%	-6.9%	6.8%	6.3%	3.8%
COc1ccc(NS(=O)(=O)/C=C/c2ccc(OC)c(OC)c2)cc1	i	-0.6%	3.4%	-1.6%	2.6%
CCC(C(=O)N1CCOCC1)n1nc(C)c2c(C)n(-c3ccccc3)nc2c1=O (stereo not given)	1.3%	6.3%	-1.3%	2.5%	-9.9%
O=C(NCCSc1ccc(Br)cc1)c1ccc2nc[nH]c2c1	7.1%	-8.4%	-1.5%	-0.1%	20.5%
COc1ccc(NC(=O)c2onc(C)c2Cl)cc1OC	0.8%	/	-5.8%	-7.4%	/
CC(=O)Nc1ccc(S(=O)(=O)N(C)CC(=O)OCC(=O)N2CCCCCC2)cc1	1.1%	-3.6%	4.7%	6.5%	2.2%
CCOc1ccc(NC(=O)N2CCC(c3nc4ccccc4o3)CC2)cc1	i	-0.2%	-6.8%	12.8%	30.1%
COC(=O)C(C)Oc1cc(C)cc2oc(=O)c3c(c12)CCCC3 (stereo not given)	0.7%	-0.8%	-0.3%	-11.4%	-2.5%	inhibitors of VEEV 10K pilot screen=4.0
COc1ccc(/C=C/C(=O)NCC(=O)N/N=C/c2cc(Br)ccc2OCc2ccccc2)cc1	0.9%	13.2%	-18.3%	45.7%	-6.5%
CC(=O)N1N=C(c2cccs2)CC1c1ccc(Br)cc1 (stereo not given)	i	-7.4%	-27.8%	7.9%	-4.0%
Cc1cc(-c2nnc(CCC(=O)NCC(C)c3ccccc3)o2)no1 (stereo not given)	1.6%	10.0%	-3.7%	15.8%	35.5%
O=C(Nc1ccccn1)C1CCN(c2ncnc3c2nc2n3CCCCC2)CC1	4.9%	-13.6%	-12.1%	18.6%	36.7%
CN(CC(=O)Nc1ccc(F)c(F)c1F)C(=O)C1=NN(c2ccccc2)C(=O)CC1	0.2%	/	-2.6%	0.2%	9.5%
O=C(COC(=O)/C(=C/c1cccs1)c1cccs1)NCc1ccccc1Cl	2.2%	-1.1%	2.5%	0.9%	22.1%
O=C(NCCCN1CCCC1=O)c1ccccc1NS(=O)(=O)c1ccc(F)cc1	0.2%	3.9%	-0.6%	9.1%	13.2%
O=C(NCCCn1ccnc1)c1ccc(Cl)c(Cl)c1	0.2%	1.0%	-2.0%	3.1%	-12.6%
O=C(Cc1c(F)cccc1Cl)OCN1C(=O)c2ccccc2C1=O	1.3%	4.5%	-8.2%	-9.3%	10.3%
Cc1oc2c(C)c3oc(=O)c(CCC(=O)NCCN4CCOCC4)c(C)c3cc2c1C	3.3%	5.9%	-8.8%	-9.1%	-8.2%
Cc1ccc(CSc2nnc(-c3ccc(S(=O)(=O)N4CCCC4)cc3)o2)cc1	5.1%	5.7%	1.7%	5.3%	2.8%
O=C(c1cccc(C(F)(F)F)c1)N1CCOc2ccccc21	i	-9.1%	22.5%	13.3%	5.3%
COCCNC(=O)/C(C#N)=C/c1cccc(OCc2ccccc2)c1	7.2%	-12.4%	-4.9%	25.2%	74.5%
COc1ccc(C(=O)Cn2nnc(-c3ccccc3-n3cnnn3)n2)cc1	0.2%	6.9%	3.5%	6.3%	3.1%
Cc1ccc(N)c(C(=O)CCCCC(=O)O)c1	2.6%	-3.8%	-1.6%	-11.3%	0.2%
Cc1ccc(C)c(NC(=O)C(Sc2nncn2C)c2ccccc2)c1 (stereo not given)	2.5%	-0.2%	15.2%	-5.9%	-12.7%
COc1cc(/C=C/C(=O)N2c3ccccc3Sc3ccc(C(F)(F)F)cc32)cc(OC)c1OC	7.8%	-0.1%	1.6%	-5.3%	-2.4%
O=C(NCc1ccco1)c1csc(Nc2ccccc2Cl)n1	2.0%	-21.1%	-3.0%	7.2%	42.0%
CC1Cc2ccccc2N1C(=O)CSc1nncn1C (stereo not given)	0.2%	-5.2%	-6.4%	-1.4%	-33.3%
O=C1NC(=S)N/C1=C/c1cc2c(cc1[N+](=O)[O-])OCO2	i	-9.9%	-3.5%	2.8%	1.5%

Ordered by count of non-hydrogen atoms (highest first): some entries from above.
SMILES	inhibitors of VEEV	Salmonella PhoP GFP	influenza NS1A	H37Rv inhibition	tuberculosis growth	others
NS(=O)(=O)c1ccc(CCNC(=O)c2ccc([N+](=O)[O-])cc2[N+](=O)[O-])cc1	0.1%	-6.9%	6.8%	6.3%	3.8%
Cc1ccc(OCc2ccc(C(=O)NCC3CCCO3)cc2)cc1 (stereo not given)	0.4%	-5.9%	3.3%	5.1%	60.0%	inhibitors of VEEV 10K pilot screen=2.5
CC1Cc2ccccc2N1C(=O)CSc1nncn1C (stereo not given)	0.2%	-5.2%	-6.4%	-1.4%	-33.3%

Reprinted at random: 3 compounds from above, in no set order.
SMILES	inhibitors of VEEV	Salmonella PhoP GFP	influenza NS1A	H37Rv inhibition	tuberculosis growth	others
O=C(NCc1ccco1)c1csc(Nc2ccccc2Cl)n1	2.0%	-21.1%	-3.0%	7.2%	42.0%
O=C(NCCSc1ccc(Br)cc1)c1ccc2nc[nH]c2c1	7.1%	-8.4%	-1.5%	-0.1%	20.5%
COc1ccc(C(=O)Cn2nnc(-c3ccccc3-n3cnnn3)n2)cc1	0.2%	6.9%	3.5%	6.3%	3.1%

Continued:
SMILES	inhibitors of VEEV	Salmonella PhoP GFP	influenza NS1A	H37Rv inhibition	tuberculosis growth	others
CCOc1ccc(NS(=O)(=O)c2ccc3[nH]cc(C(=O)N(CC)CC)c(=O)c3c2)cc1	0.9%	-10.6%	-1.3%	-8.1%	6.2%	inhibitors of VEEV 10K pilot screen=1.3
O=C(CN1C(=O)/C(=C/c2ccccc2)SC1=S)NC1CCS(=O)(=O)C1 (stereo not given)	1.5%	6.2%	-1.1%	-0.5%	-6.5%
CCCCCCCCN1[C@@H](CC(=O)OC)c2cc(F)ccc2S1(=O)=O	i	0.2%	-15.5%	1.7%	12.8%
COc1ccc(CCNC(=O)C2CCN(S(=O)(=O)c3cccs3)CC2)cc1OC	0.4%	1.4%	4.0%	-3.8%	13.9%
CCOc1ccccc1NC(=O)c1sc2ncn(CC(=O)N3CCOCC3)c(=O)c2c1C	11.6%	-3.8%	0.7%	3.5%	-6.7%
COc1ccc(NC(=O)N(C)C[C@H]2Oc3c(NC(=O)Nc4ccc(C(F)(F)F)cc4)cccc3C(=O)N([C@H](C)CO)C[C@@H]2C)cc1	2.8%	/	4.8%	8.6%	28.6%
CCn1c(SCc2ccccc2)nnc1-c1cccs1	7.6%	-10.3%	-1.5%	-1.9%	27.9%
CN(C)/C=C(\C#N)c1nc2ccccc2[nH]1	0.3%	0.1%	-1.3%	4.4%	-1.0%
COC(=O)C1=C(C)NC2=C(C(=O)CCC2)C1c1cn(Cc2ccc(Cl)cc2Cl)nc1-c1ccccc1 (stereo not given)	i	-4.8%	1.5%	-0.9%	43.1%
Cn1c(CSCc2ccc(Cl)c(Cl)c2)nnc1SCC(=O)Nc1nccs1	1.3%	2.1%	7.1%	-7.9%	2.2%
COC(=O)c1c(=O)n(O)c2ccc(OC)cc2[n+]1[O-]	1.2%	-0.7%	-14.5%	0.8%	10.6%
O=C1CC(C(=O)N2CCOCC2)C2(CCCCC2)O1 (stereo not given)	1.1%	0.4%	-0.1%	-2.5%	6.3%
COc1ccc(Cn2c(=O)c3[nH]cnc3n(-c3ccc(C)cc3)c2=O)cc1	0.2%	2.1%	-7.5%	-7.3%	5.9%
CC(C)(C)c1ccc(O)c(N=Cc2c(O)ccc3ccccc23)c1	i	8.4%	-8.1%	48.3%	36.8%
CCC(C)NCCOc1cc(C)cc(C)c1C (stereo not given)	0.2%	10.5%	-12.6%	-2.7%	7.5%
OC(c1ccc(F)cc1)C(CN1CCOCC1)c1ccccc1 (stereo not given)	0.5%	-11.2%	-22.3%	-1.4%	-9.2%
C=CCOc1ccccc1/C=c1\sc2nc(=O)c(C)nn2c1=O	0.8%	1.8%	7.2%	-5.5%	16.6%
Cc1nc2ccccc2c2oc(C(=O)NCC3COc4ccccc4O3)cc12 (stereo not given)	8.4%	9.3%	-2.0%	6.5%	30.9%

High-throughput results from PubChem.
